Screening results from PubChem.
HepG2 tox = counter-screen for TGF-b inhibitors: cytotoxicity in HepG2 cells; HepG2 CAGA-GFP viability, ATP luminescence, 18 h; Potency, µM (series often up to 46.1 µM), for the others: at the highest dose activity change, negative = cytotoxicity, hits mostly cytotoxic; 410,000 compounds, 0.76% hits; note: potency is the fitted concentration of half-maximal effect; some results filed as inactive show a strong effect at the top dose
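CellTiter-Glo luminescence gave cytotoxicity after 18 hours at 37 degrees C. The cells were HepG2 CAGA-GFP in 1% FBS DMEM, stimulated with 500 pg/mL TGF-beta after compound addition. %Activity was normalised to no-cell wells (complete cell-killing) and DMSO (no toxicity), and curves were fitted and classified.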
IL-1B inflam inh = inflammasome signaling inhibition, IL-1 beta readout; THP-1 LPS/ATP IL-1B secretion, AlphaLISA, 16 h; stronger effect = lower value; 360,000 compounds, 4.7% hits; AID 743279; activity change, % at 57.5 µM; in the data active = activity change below about -50%; inconclusive = mostly about -30% to -49%; note: % is set by controls: 0 for no effect and ±100 for the full control effect
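THP-1 cells pretreated 1 hr with compounds (up to 57.5 uM final), then stimulated with LPS (250 ng/mL final) plus ATP (1.25 mM final); secreted IL-1B measured by AlphaLISA after 16 hr, decreased signal indicating inhibition.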
MCF10A rerep = DNA re-replication induction in MCF 10a cells. Potency, µM (series often up to 46.1 µM), for the others: at the top dose activity, positive = re-replication, most hits filed as activators. MCF 10A DNA re-replication, Hoechst nuclear intensity, 48 h. 350,000 compounds, 2.9% hits; note: potency is the fitted concentration of half-maximal effect; % of control where 0% means no effect; nearly all actives have a fitted effect of over 50% in size
Nrf2 inh = inhibitors of Nrf2 signaling | Potency, µM (doses to about 46 µM), without a hit: at the top dose activity change, negative = inhibition, hits mostly inhibitors | A549 ARE-Fluc reporter, luciferase luminescence, 18-24 h | 360,000 compounds, 2.1% hits; note: potency is the fitted concentration of half-maximal effect; % is set by controls: 0 for no effect and ±100 for the full control effect; nearly all actives have a fitted effect of over 60% in size
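Quantitative HTS in A549 cells stably bearing an antioxidant response element-firefly luciferase construct. Inhibition of Nrf2-driven transcription was scored by luminescence after 18-24 h of compound exposure at 37 °C.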
A549 tox = kills or reduces viability of A549 cells in Nrf2 counter-screen | 390,000 compounds, 0.16% hits | Potency, µM (titrated, usually from 46 µM), for inactives: top-dose activity change, negative = cytotoxicity, actives largely listed as inhibitors | A549 ARE-Fluc cells, CellTiter-Fluor viability, 18-24 h; note: potency is the fitted concentration of half-maximal effect; % is set by controls: 0 for no effect and ±100 for the full control effect
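A549 ARE_Fluc cells in 5% FBS OPTI-MEM were exposed to compounds in concentration-response for 18-24 h at 37 deg C. Viability was read by CellTiter-Fluor fluorescence (Ex 405/Em 525) after 30 min, before the luciferase read.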
ATXN viability = cell viability loss in ATXN counter-screen; S2 cells (HEK-293 line with an ATXN2-luciferase reporter) viability, CellTiter-Fluor protease fluorescence, 24 h; Potency, µM (doses to about 56.7 µM), actives largely listed as cytotoxic; 400,000 compounds, 0.49% hits; note: potency is the fitted concentration of half-maximal effect; nearly all actives have a fitted effect of over 40% in size
ATXN2 expr inh = ATXN2 expression inhibition; 360,000 compounds, 0.72% hits; HEK-293 ATXN2-luciferase reporter, luminescence, 24 h; Potency, µM (highest dose often 57 µM), inactives show at the highest dose activity change, negative = inhibition, hits mostly inhibitors; note: potency is the fitted concentration of half-maximal effect; % is set by controls: 0 for no effect and ±100 for the full control effect; nearly all actives have a fitted effect of over 55% in size
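qHTS (up to 57 uM final) was run with 24 h compound exposure of reporter cells at 37 °C. Each well was multiplexed: SteadyGlo luminescence measured ATXN2-luciferase expression after a fluorogenic Gly-Phe-AFC viability readout (25 uM final).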
TGFb inhibitor = blocks TGF-b signaling. Potency, µM (highest dose often 46.1 µM), without a hit: at the top dose activity, negative = inhibition, hits mostly inhibitors. AID 588855. 410,000 compounds, 1.2% hits. HepG2 CAGA-GFP TGF-b/SMAD3 reporter, GFP fluorescence, 18 h; TGF-beta stimulated, 500 pg/mL final; note: potency is the fitted concentration of half-maximal effect; % is set by controls: 0 for no effect and ±100 for the full control effect; nearly all actives have a fitted effect of over 65% in size
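Inhibition of TGF-beta-driven CAGA-GFP reporter expression in HEPG2 cells is measured by cellular GFP fluorescence after 18 h stimulation with 500 pg/mL recombinant TGF-beta in 1% FBS medium at 37 degrees C.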
Nrf2 activator = activators of Nrf2 (ARE) signaling | AREc32 ARE-luciferase reporter (MCF7-derived line), luminescence, 24 h | Potency, µM (top dose mostly 46.1 µM), without a hit: top-dose activation, most hits filed as activators | 410,000 compounds, 0.31% hits | AID 624171; note: potency is the fitted concentration of half-maximal effect; % of control where 0% means no effect; nearly all actives have a fitted effect of over 65% in size
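Quantitative high-throughput format: AREc32 reporter cells, 1000 per well, received compound by pin transfer and were incubated 24 hr at 37 deg C, 5% CO2, before Steady-Glo luminescence detection.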
Numbers without * were called inactive; i = inactive; ? = inconclusive; . = not tested or not shown; & = joins results of further samples. Unless noted, calls come from the whole dose curve; as a rule, active = well fitted curve in the direction sought with a large enough effect; inconclusive = small, poorly fitted or top-dose-only effect, or another doubt; inactive = no such curve, though single readings can be large; an effect the other way counts as inactive or inconclusive. Not all compounds are listed, so the mix of outcomes need not match the whole.

1	Cc1cccc(N2CCN(C(=O)CCC(=O)NNc3nc4ccccc4c4nc(C)nn34)CC2C)c1 (centres undefined)
2	O=C(CCCCCn1c(=O)c2sccc2n(CC(=O)Nc2cccc(Cl)c2)c1=O)NCc1ccc2c(c1)OCO2
3	COc1ccc(C[C@H]2COC(=O)[C@@H]2Cc2ccc(OC3OC(CO)C(O)C(O)C3O)c(OC)c2)cc1OC (some centres undefined)
4	Cc1nc2c(-c3ccccc3)c(C)[nH]n2c(=O)c1Cc1ccc(Br)cc1
5	Oc1cc2c(cc1O)[C@H]1c3ccc(O)c(O)c3OC[C@@]1(O)C2
6	C=CC[n+]1ccc(/C=C2\C=Cc3cc(C)ccc3N2CC)c2ccccc21

compound no.,1,2,3,4,5,6
HepG2 tox,-29%,-23%,-13%,-46%,13%,-47%
IL-1B inflam inh,.,.,38,.,-19,-66*
MCF10A rerep,.,.,7%,.,-14%,?
Nrf2 inh,10%,?,4%,8.2µM*,?,7.3µM*
A549 tox,-2%,-15%,5%,?,?,?
ATXN viability,.,.,i,.,?,9.5µM*
ATXN2 expr inh,.,.,-8%,.,-31%,?
TGFb inhibitor,?,?,-1%,2.5µM*,1%,2.8µM*
Nrf2 activator,4.1%,9.2%,-0.6%,-0.5%,0.1%,-3.7%

7	COc1ccccc1N1CCN(CCCN=C2CC(=O)N(C)C(=O)N2C)CC1
8	Nc1nc(O)c(N=Nc2ccc(S(N)(=O)=O)cc2)c(=O)[nH]1
9	Cc1c(C(=O)O)c(O)cc2c1C(=O)c1c(O)c([C@@H]3O[C@H](CO)[C@@H](O)[C@H](O)[C@H]3O)c(O)c(O)c1C2=O
10	COCCn1c(SCC(=O)Nc2ccc(F)c(Cl)c2)nc2c(oc3ccccc32)c1=O
11	CCN(CC)CCOC(=O)c1ccc(N)cc1
12	COc1ccc(C2CNC(=O)C2)cc1OC1CCCC1 (centres undefined)

compound no.,7,8,9,10,11,12
HepG2 tox,-5%,4%,-9%,-13%,-10%,7%
IL-1B inflam inh,19,23,-3,.,22,0
MCF10A rerep,-13%,-1%,-1%,.,-14%,0%&-1%
Nrf2 inh,1%,3%,?,?,-2%,4%
A549 tox,-1%,-16%,21µM*,-8%,-11%,-8%
ATXN viability,i,?,18µM*,i,i,i
ATXN2 expr inh,7%,-23%,0%&-11%,-7%,3%&3%,-14%&-2%&12%
TGFb inhibitor,13%,11%,-19%,?,-10%,13%
Nrf2 activator,0.3%,-0.6%,-0.2%,-0.5%,0.5%,-1.1%

13	CCCCNc1ccc(C(=O)OCCN(C)C)cc1
14	COc1ccc(-c2cc(=O)c3c(O)cc(O[C@@H]4O[C@H](CO[C@@H]5O[C@@H](C)[C@H](O)[C@@H](O)[C@H]5O)[C@@H](O)[C@H](O)[C@H]4O)cc3o2)cc1O
15	O=C(O)CCC(=O)c1ccc(-c2ccccc2)cc1
16	CN(C)CCC[C@]1(c2ccc(F)cc2)OCc2cc(C#N)ccc21
17	C/C=C/C(=O)N(CC)c1ccccc1C
18	CCOC(=O)[C@H](CCc1ccccc1)N[C@@H](C)C(=O)N1Cc2ccccc2C[C@H]1C(=O)O

compound no.,13,14,15,16,17,18
HepG2 tox,-34%,0%,0%,-1%,1%,16%
IL-1B inflam inh,31,13,-2,-5,10,4
MCF10A rerep,-20%,-8%,22%,10%,-6%,0.12µM*
Nrf2 inh,2%,12%,-3%,25%,-3%,-11%
A549 tox,-2%,-6%,-10%,0%,2%,-13%
ATXN viability,i,i,i,i,i,?
ATXN2 expr inh,10%&20%,-3%&7%,3%&24%,2%,3%&11%,4%&-11%
TGFb inhibitor,4%,-1%,9%,2%,0%,23%
Nrf2 activator,0.6%,-0.9%,2.9%,0.2%,0.2%,11%

19	CN1CCCN=C1COC(=O)C(O)(c1ccccc1)C1CCCCC1 (centres undefined)
20	COc1ccc(-n2nc3c(N4CCCC(C(=O)NCc5ccccc5C)C4)nnc(C)c3c2C)cc1 (centres undefined)
21	Cc1cncn1CCc1nc2c3ccccc3nc(SCC(=O)Nc3cccc(Cl)c3)n2n1
22	N[C@@H](Cc1c[nH]c2ccc(O)cc12)C(=O)O
23	CCC(NC(C)C)C(O)c1ccc(O)c2[nH]c(=O)ccc12 (centres undefined)
24	Cc1cccc2c1NC(=O)C2(c1ccc(O)cc1)c1ccc(O)cc1

compound no.,19,20,21,22,23,24
HepG2 tox,-4%,-74%,-34%&-108%,-4%,-36%,-1%
IL-1B inflam inh,-5,.,-97*,8,-13,?
MCF10A rerep,8%&-6%&0%,.,?,31%&0%,-1%,23%
Nrf2 inh,-17%,21µM*,-18%,12%,3%,6%
A549 tox,-13%,18µM*,16µM*,7%,-15%,7%
ATXN viability,i,.,16µM*,i,.,i
ATXN2 expr inh,5%&-8%,.,25µM*,-9%&10%&-14%,-6%,8%
TGFb inhibitor,16%,5µM*,?,10%,-6%,14%
Nrf2 activator,-1.3%,-2.9%,16%&6.2%,4.1%,0.3%,14%

25	CC(C)=CCOc1c2ccoc2cc2oc(=O)ccc12
26	COc1cc(C(c2c(C)[nH][nH]c2=O)c2c(C)[nH][nH]c2=O)ccc1OC(=O)c1cccc(C)c1
27	COc1cc(-c2oc3cc(O)cc(O)c3c(=O)c2O[C@@H]2O[C@H](COC3O[C@@H](C)[C@H](O)[C@@H](O)[C@H]3O)[C@@H](O)[C@H](O)[C@H]2O)ccc1O (some centres undefined)
28	C/C=C(/C)C(=O)OC(C)(C)[C@@H]1Cc2c(ccc3ccc(=O)oc23)O1
29	COc1ccc(-c2cc(=O)c3c(O)cc(OC4OC(COC5OC(C)C(O)C(O)C5O)C(O)C(O)C4O)cc3o2)cc1O (centres undefined)

compound no.,25,26,27,28,29
HepG2 tox,-7%,15%,16%,2%,0%
IL-1B inflam inh,35,.,26,6,-1
MCF10A rerep,0%&5%,.,1%,20%,0%
Nrf2 inh,5%,1%,9%,?,-5%
A549 tox,13%,1%,-6%,0%,0%
ATXN viability,i,.,i,i,i
ATXN2 expr inh,-9%,.,6%,-17%,5%
TGFb inhibitor,10%,8%,-2%,?,2%
Nrf2 activator,3.7%,6.7%,0.4%,-0.1%,0.3%

Filtered by structure: the entries above with an aryl methoxy group (8)
3	COc1ccc(C[C@H]2COC(=O)[C@@H]2Cc2ccc(OC3OC(CO)C(O)C(O)C3O)c(OC)c2)cc1OC (some centres undefined)
7	COc1ccccc1N1CCN(CCCN=C2CC(=O)N(C)C(=O)N2C)CC1
12	COc1ccc(C2CNC(=O)C2)cc1OC1CCCC1 (centres undefined)
14	COc1ccc(-c2cc(=O)c3c(O)cc(O[C@@H]4O[C@H](CO[C@@H]5O[C@@H](C)[C@H](O)[C@@H](O)[C@H]5O)[C@@H](O)[C@H](O)[C@H]4O)cc3o2)cc1O
20	COc1ccc(-n2nc3c(N4CCCC(C(=O)NCc5ccccc5C)C4)nnc(C)c3c2C)cc1 (centres undefined)
26	COc1cc(C(c2c(C)[nH][nH]c2=O)c2c(C)[nH][nH]c2=O)ccc1OC(=O)c1cccc(C)c1
27	COc1cc(-c2oc3cc(O)cc(O)c3c(=O)c2O[C@@H]2O[C@H](COC3O[C@@H](C)[C@H](O)[C@@H](O)[C@H]3O)[C@@H](O)[C@H](O)[C@H]2O)ccc1O (some centres undefined)
29	COc1ccc(-c2cc(=O)c3c(O)cc(OC4OC(COC5OC(C)C(O)C(O)C5O)C(O)C(O)C4O)cc3o2)cc1O (centres undefined)

compound no.,3,7,12,14,20,26,27,29
HepG2 tox,-13%,-5%,7%,0%,-74%,15%,16%,0%
IL-1B inflam inh,38,19,0,13,.,.,26,-1
MCF10A rerep,7%,-13%,0%&-1%,-8%,.,.,1%,0%
Nrf2 inh,4%,1%,4%,12%,21µM*,1%,9%,-5%
A549 tox,5%,-1%,-8%,-6%,18µM*,1%,-6%,0%
ATXN viability,i,i,i,i,.,.,i,i
ATXN2 expr inh,-8%,7%,-14%&-2%&12%,-3%&7%,.,.,6%,5%
TGFb inhibitor,-1%,13%,13%,-1%,5µM*,8%,-2%,2%
Nrf2 activator,-0.6%,0.3%,-1.1%,-0.9%,-2.9%,6.7%,0.4%,0.3%
